Source: PubChem BioAssay (several laboratories)
Mdm2 ligase inh: blocks human Mdm2 ubiquitin ligase activity; cell-based MDM2 ubiquitination luciferase reporter, 2 h; 0 = plate control, 100 = twice control, blank-subtracted; Q00987; AID 1230; actives 0.11% (n = 210,000); signal enhancement, % at 5 µM;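 active means signal enhancement of 30% or more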;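 further: luminescence tracks abundance of the self-degrading MDM2-luciferase fusion protein; higher signal means inhibition of MDM2 E3 ligase activity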
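System: stable MDM2–luciferase fusion reporter cells / Input: 2000 cells seeded into each well / Schedule: 4 h settle plus 2 h compound, 37 °C / Compound: single-point 5 µM / Buffer or medium: cells held in DMEM / Benchmarks: control and blank well means / Evaluation: percent signal gain over controls, blank-subtracted / Measured by: luciferase luminescence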
FXIIa inh: blocks human coagulation factor XIIa protease activity. actives 0.3% (n = 220,000). purified FXIIa, Boc-QGR-AMC fluorogenic substrate, 2 h. inhibition, % at 5 µM; in the data active means inhibition above about 40%;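 further: 0% = enzyme with no compound and 100% = blank without enzyme; many of its hits are not listed in these tables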
Target sequence (P00748 20-372 limits assumed): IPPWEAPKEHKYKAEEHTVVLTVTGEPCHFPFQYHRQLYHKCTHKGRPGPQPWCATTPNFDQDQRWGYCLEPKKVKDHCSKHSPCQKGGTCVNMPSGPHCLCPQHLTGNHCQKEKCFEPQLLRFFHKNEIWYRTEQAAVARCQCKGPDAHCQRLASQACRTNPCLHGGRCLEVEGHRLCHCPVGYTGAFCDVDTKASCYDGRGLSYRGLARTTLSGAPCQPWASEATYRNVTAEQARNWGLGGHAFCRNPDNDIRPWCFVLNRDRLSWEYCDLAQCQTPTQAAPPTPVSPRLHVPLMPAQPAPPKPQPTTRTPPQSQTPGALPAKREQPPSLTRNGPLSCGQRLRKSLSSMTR
Target sequence (P00748 373-615 limits assumed): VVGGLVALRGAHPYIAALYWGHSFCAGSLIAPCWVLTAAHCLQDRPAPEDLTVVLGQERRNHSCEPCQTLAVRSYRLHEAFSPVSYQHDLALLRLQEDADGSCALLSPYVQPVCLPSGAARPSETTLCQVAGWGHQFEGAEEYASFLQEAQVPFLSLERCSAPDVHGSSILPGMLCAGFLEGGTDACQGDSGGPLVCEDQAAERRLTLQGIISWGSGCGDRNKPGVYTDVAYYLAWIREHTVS
hK5 inh: blocks human kallikrein 5 protease activity; actives 0.59% (n = 210,000); recombinant hK5, fluorogenic AMC substrate cleavage; AID 873; inhibition, % at 5 µM; Q9Y337;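 active means inhibition of 40% or more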;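 further: 0% = enzyme controls without compound and 100% = no-enzyme blanks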
Target sequence (Q9Y337 67-293 limits assumed): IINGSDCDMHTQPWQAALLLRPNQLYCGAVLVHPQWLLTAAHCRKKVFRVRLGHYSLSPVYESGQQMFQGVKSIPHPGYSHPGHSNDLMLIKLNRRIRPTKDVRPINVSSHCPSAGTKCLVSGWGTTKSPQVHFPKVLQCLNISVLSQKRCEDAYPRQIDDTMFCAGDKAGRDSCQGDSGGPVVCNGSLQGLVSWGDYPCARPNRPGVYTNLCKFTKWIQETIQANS
Rad51 HR inh: Rad51 (human) homologous recombination inhibition | hRad51 DNA strand exchange, fluorescence dequenching | inhibition, % at 10 µM | actives 0.085% (n = 200,000);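 active means inhibition above 40% at the single screening dose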;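 further: 0% = DMSO control wells and 100% = blanks with heterologous ssDNA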
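System: hRad51 filaments on single-stranded DNA; reagent: Fluorescein- and BHQ1-tagged 47-mer duplex; compound dosing: one concentration, 10 µM final; timing: filaments 15 min 37 °C, then compound 30 min; measured by: fluorescein emission 520 nm, excitation 485 nm; benchmarks: per-plate controls and blanks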
14-3-3 Bad inh: disrupts binding of bovine 14-3-3 zeta to phospho-Bad peptide | inhibition, % at 21.7 µM | actives 0.71% (n = 220,000) | TR-FRET 14-3-3zeta/Dy647-pBad peptide displacement, 1 h | P63103;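 active means inhibition above about 70%, limit read from the data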;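 further: 0% = full 14-3-3 plus peptide FRET controls and 100% = background without 14-3-3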
Target sequence (P63103 whole entry, looked up): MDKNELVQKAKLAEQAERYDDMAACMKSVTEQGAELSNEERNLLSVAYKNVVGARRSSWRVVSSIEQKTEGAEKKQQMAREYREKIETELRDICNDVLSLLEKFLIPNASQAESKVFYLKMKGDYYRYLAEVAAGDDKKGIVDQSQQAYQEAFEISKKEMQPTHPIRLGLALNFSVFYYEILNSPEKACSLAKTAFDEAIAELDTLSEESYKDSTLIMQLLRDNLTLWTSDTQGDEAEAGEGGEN
eIF4E-4G inh: eIF4E/eIF4G interaction inhibition in translation initiation. inhibition, % at 21.7 µM. P63073+Q04637. actives 0.37% (n = 220,000). TR-FRET eIF4E-eIF4GI(517-606) binding, 2 h;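 active means inhibition above about 30%, limit read from the data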;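 further: 0% = full FRET control wells and 100% = background wells lacking eIF4GI fragment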
FXIa inh: inhibitors of human coagulation factor XIa | P03951 | purified FXIa, Boc-Glu-Ala-Arg-AMC fluorogenic substrate | inhibition, % at 5 µM | actives 0.14% (n = 220,000) | AID 798;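 active means inhibition of at least 40%; inactive means inhibition below 40%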;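 further: fluorescence of freed AMC excited at 355 nm; 0% = enzyme without compound and 100% = no enzyme blank; many of its hits are not listed in these tables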
p97 ATPase inh: blocks human p97 ATPase activity; AID 1481; actives 0.42% (n = 220,000); inhibition, % at 8 µM; recombinant p97 ATPase, Kinase-Glo ATP luminescence, 3 h; in the data active means inhibition above about 15%;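 further: 0% = DMSO vehicle and 100% = wells lacking enzyme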
Wee1 degr inh: blocks degradation of human Wee1 kinase. AID 1321. reporter increase, % at 5 µM. HeLa Luc-Wee1K328M stability, luciferase luminescence; 100% = proteasome inhibitor MG132 effect. actives 1.2% (n = 220,000). P30291;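 active means activation above the mean of all tested compounds plus 3 SD, set per screening run, cut at about 8.8% in these data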;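 further: cells exposed to compound for 20 h before luminescence read; 0% = DMSO alone and 100% = MG132 at 30 µM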
Active calls of the source: *; [ ] = another dose, or the depositor's remark. Random draw from the library; any-hit rate near 3.5%.

What do the screens show for `O=C(COC(=O)c1cccnc1Cl)NCc1ccco1`?
Mdm2 ligase inh: -5; FXIIa inh: 4; hK5 inh: -12; Rad51 HR inh: -3; 14-3-3 Bad inh: -6; eIF4E-4G inh: 2; FXIa inh: -6; p97 ATPase inh: 1; Wee1 degr inh: -2

Results for Fc1ccc(N2N=C(c3cccs3)CC2c2ccccc2)cc1 (stereo not drawn) ?
Mdm2 ligase inh: -4; FXIIa inh: -11; hK5 inh: -22; Rad51 HR inh: 2; 14-3-3 Bad inh: -11; eIF4E-4G inh: 0; FXIa inh: -14; p97 ATPase inh: 0; Wee1 degr inh: 2

How did COc1ccccc1NC(=O)COC(=O)c1ccccc1C(=O)N1CCN(c2ccccc2)CC1 do in these assays?
Mdm2 ligase inh: -25; FXIIa inh: 8; hK5 inh: -3; Rad51 HR inh: -19; 14-3-3 Bad inh: -13; eIF4E-4G inh: 4; FXIa inh: 5; p97 ATPase inh: -3; Wee1 degr inh: 0

Results for COc1cc(/C=N/NC(=Nc2ccc(C)cc2)c2nc3ccccc3s2)ccc1O ?
Mdm2 ligase inh: -44; FXIIa inh: 9; hK5 inh: -17; Rad51 HR inh: 2; 14-3-3 Bad inh: -5; eIF4E-4G inh: 0[fluorescence artefact?]; FXIa inh: 5; p97 ATPase inh: 6; Wee1 degr inh: -1

Results for c1ccc2c(c1)[nH]c1c(N3CCC4(CC3)OCCO4)ncnc12 ?
Mdm2 ligase inh: -25; FXIIa inh: -12; hK5 inh: -10; Rad51 HR inh: -1; 14-3-3 Bad inh: -8; eIF4E-4G inh: 0; FXIa inh: -13; p97 ATPase inh: -3; Wee1 degr inh: 0

Results for Cc1c(Br)c([N+](=O)[O-])nn1C(C)C(=O)N1CCCc2ccccc21 (stereo not drawn) ?
Mdm2 ligase inh: 4; FXIIa inh: 26; hK5 inh: -6; Rad51 HR inh: -8; 14-3-3 Bad inh: -2; eIF4E-4G inh: -6; FXIa inh: 3; p97 ATPase inh: 2; Wee1 degr inh: -3

What do the screens show for `CCOC(=O)N1CCN(C(=O)CSCc2nc(-c3ccccc3F)oc2C)CC1`?
Mdm2 ligase inh: 14; FXIIa inh: 14; hK5 inh: -11; Rad51 HR inh: -4; 14-3-3 Bad inh: -4; eIF4E-4G inh: -1[fluorescence artefact?]; FXIa inh: 5; p97 ATPase inh: -4; Wee1 degr inh: -1

What do the screens show for `O=S(=O)(Nc1ccccc1O)c1cccc2cccnc12`?
Mdm2 ligase inh: 9; FXIIa inh: 2; hK5 inh: -11; Rad51 HR inh: 9; 14-3-3 Bad inh: -16; eIF4E-4G inh: 3; FXIa inh: -3; p97 ATPase inh: 6; Wee1 degr inh: 4

Results for COc1ccc(CC(=O)N2CCN(c3ccc(C4=NNC(=O)CC4C)cc3)CC2)cc1 (stereo not drawn) ?
Mdm2 ligase inh: -2; FXIIa inh: 24; hK5 inh: -21; 14-3-3 Bad inh: -1; eIF4E-4G inh: -1[fluorescence artefact?]; FXIa inh: 6; p97 ATPase inh: 2; Wee1 degr inh: 0

Results for O=C(Cc1n[nH]c(=O)c2ccccc12)Nc1ccc(-c2nnc3n2CCCCC3)cc1 ?
Mdm2 ligase inh: -4; FXIIa inh: 17; hK5 inh: -8; Rad51 HR inh: -9; 14-3-3 Bad inh: 8[fluorescence artefact?]; eIF4E-4G inh: 0; FXIa inh: 6; p97 ATPase inh: 4; Wee1 degr inh: -1

Results for COc1ccccc1/C=[N+](\[O-])C1SC(=S)N(C)C1(C)C (stereo not drawn) ?
Mdm2 ligase inh: -12; FXIIa inh: 9; hK5 inh: 3; Rad51 HR inh: 14; 14-3-3 Bad inh: -1; eIF4E-4G inh: 1; FXIa inh: 2; p97 ATPase inh: 7; Wee1 degr inh: -1

What do the screens show for `O=C(N/N=C/c1ccc([N+](=O)[O-])o1)c1ccc(O)cc1`?
FXIIa inh: 4; hK5 inh: 21; Rad51 HR inh: 1; 14-3-3 Bad inh: 1; eIF4E-4G inh: 0; FXIa inh: 8; p97 ATPase inh: 9; Wee1 degr inh: 3

How did CSc1ccccc1NC(=O)CN(C)CC(=O)Nc1ccccc1C(F)(F)F do in these assays?
Mdm2 ligase inh: 20; FXIIa inh: 5; hK5 inh: -2; Rad51 HR inh: -1; 14-3-3 Bad inh: -14; eIF4E-4G inh: 8; FXIa inh: -3; p97 ATPase inh: 6; Wee1 degr inh: -2

What do the screens show for `Cc1c(Nc2cc(N3CCCC(C)C3)c3nonc3c2[N+](=O)[O-])c(=O)n(-c2ccccc2)n1C` (stereo not drawn)?
Mdm2 ligase inh: -7; FXIIa inh: 12; hK5 inh: 0; 14-3-3 Bad inh: -5; eIF4E-4G inh: -4; FXIa inh: -6; p97 ATPase inh: -5; Wee1 degr inh: -1

What do the screens show for `Cc1ccccc1N(C(=O)Cc1c[nH]c2ccccc12)C(C(=O)NC1CCCCC1)c1ccco1` (stereo not drawn)?
Mdm2 ligase inh: -6; FXIIa inh: 13; hK5 inh: -15; Rad51 HR inh: 7; 14-3-3 Bad inh: 1; eIF4E-4G inh: 16[fluorescence artefact?]; FXIa inh: 6; p97 ATPase inh: 4; Wee1 degr inh: -2

How did C=CCSc1ncc(-c2ccccc2)cn1 do in these assays?
Mdm2 ligase inh: -9; FXIIa inh: 0; hK5 inh: 3; Rad51 HR inh: 7; 14-3-3 Bad inh: -5; eIF4E-4G inh: 2; FXIa inh: -3; p97 ATPase inh: 2; Wee1 degr inh: -4

Results for Cc1cc(C(=O)N/N=C2\CC(=O)CC(C)(C)C2)c2ccccc2n1 ?
Mdm2 ligase inh: 3; FXIIa inh: 5; hK5 inh: -14; Rad51 HR inh: 8; 14-3-3 Bad inh: 2; eIF4E-4G inh: -6; FXIa inh: 4; p97 ATPase inh: -3; Wee1 degr inh: -2

Results for Cc1cc(NC(=O)C2C3C(=O)N(CCC(C)C)C(C(=O)NCc4ccccc4)C34C=CC2(C)O4)no1 (stereo not drawn) ?
Mdm2 ligase inh: -8; FXIIa inh: -17; hK5 inh: -9; Rad51 HR inh: -3; 14-3-3 Bad inh: -5; eIF4E-4G inh: -2; FXIa inh: -23; p97 ATPase inh: -1; Wee1 degr inh: -3

What do the screens show for `CCc1ccc(N2CC(C(=O)Nc3ccccc3F)CC2=O)cc1` (stereo not drawn)?
Mdm2 ligase inh: 14; FXIIa inh: 10; hK5 inh: 87*; Rad51 HR inh: 0; 14-3-3 Bad inh: 4; eIF4E-4G inh: -1; FXIa inh: 4; p97 ATPase inh: 0; Wee1 degr inh: -1

Results for O=[N+]([O-])c1cc(/C=N/OCc2c(Cl)cccc2Cl)ccc1N1CCOCC1 ?
Mdm2 ligase inh: 4; FXIIa inh: -13; hK5 inh: -10; Rad51 HR inh: 4; 14-3-3 Bad inh: -13; eIF4E-4G inh: 1; FXIa inh: -10; p97 ATPase inh: -5; Wee1 degr inh: 5

Results for COC(=O)c1c(NC(=O)CSc2nnc(-c3ccco3)n2Cc2ccccc2)sc(C)c1C ?
Mdm2 ligase inh: -3; FXIIa inh: 8; hK5 inh: -3; Rad51 HR inh: -14; 14-3-3 Bad inh: -5; eIF4E-4G inh: -29; FXIa inh: -7; p97 ATPase inh: -1; Wee1 degr inh: 1

How did CC(=O)Nc1c(C(=O)C2CC2)oc2ccccc12 do in these assays?
Mdm2 ligase inh: -5; FXIIa inh: -4; hK5 inh: -2; Rad51 HR inh: -4; 14-3-3 Bad inh: -5; eIF4E-4G inh: -5; FXIa inh: 4; p97 ATPase inh: 2; Wee1 degr inh: 5

How did CCNc1nc(Cl)nc(NCCOc2ccc(C)cc2)n1 do in these assays?
Mdm2 ligase inh: 2; FXIIa inh: 9; hK5 inh: -2; 14-3-3 Bad inh: 0; eIF4E-4G inh: 2; FXIa inh: 0; p97 ATPase inh: 3; Wee1 degr inh: -2

What do the screens show for `CCC(SC1=NCCS1)C(=O)Nc1ccc(S(N)(=O)=O)cc1` (stereo not drawn)?
Mdm2 ligase inh: -28; FXIIa inh: 16; hK5 inh: -16; Rad51 HR inh: 9; 14-3-3 Bad inh: -14[fluorescence artefact?]; eIF4E-4G inh: 14; FXIa inh: 5; p97 ATPase inh: 2; Wee1 degr inh: 3

Filtered by structure: the entries above with a thiophene ring, fused or not.
Results for Fc1ccc(N2N=C(c3cccs3)CC2c2ccccc2)cc1 (stereo not drawn) ?
Mdm2 ligase inh: -4; FXIIa inh: -11; hK5 inh: -22; Rad51 HR inh: 2; 14-3-3 Bad inh: -11; eIF4E-4G inh: 0; FXIa inh: -14; p97 ATPase inh: 0; Wee1 degr inh: 2

Results for COC(=O)c1c(NC(=O)CSc2nnc(-c3ccco3)n2Cc2ccccc2)sc(C)c1C ?
Mdm2 ligase inh: -3; FXIIa inh: 8; hK5 inh: -3; Rad51 HR inh: -14; 14-3-3 Bad inh: -5; eIF4E-4G inh: -29; FXIa inh: -7; p97 ATPase inh: -1; Wee1 degr inh: 1

New compounds follow.
Results for COc1ccc2c(c1OC)C(=O)N(c1nccs1)C2 ?
Mdm2 ligase inh: -9; FXIIa inh: 19; hK5 inh: -14; Rad51 HR inh: 2; 14-3-3 Bad inh: 14[fluorescence artefact?]; eIF4E-4G inh: -1[fluorescence artefact?]; FXIa inh: 3; p97 ATPase inh: 3; Wee1 degr inh: 1

What do the screens show for `Brc1ccc(-c2nc3ncccn3c2NC2CCCCC2)o1`?
Mdm2 ligase inh: 0; FXIIa inh: -2; hK5 inh: 2; Rad51 HR inh: -1; 14-3-3 Bad inh: 16; eIF4E-4G inh: 2; FXIa inh: -3; p97 ATPase inh: -3; Wee1 degr inh: 0

How did CSCC(NS(=O)(=O)c1ccc(C)cc1)C(=O)O (stereo not drawn) do in these assays?
Mdm2 ligase inh: -3; FXIIa inh: 12; hK5 inh: 2; Rad51 HR inh: 2; 14-3-3 Bad inh: 2; eIF4E-4G inh: -3; FXIa inh: 5; p97 ATPase inh: 5; Wee1 degr inh: -2

Results for Cc1ccc(C(=O)NNc2ncnc3c2cnn3C)cc1 ?
Mdm2 ligase inh: -3; FXIIa inh: 5; hK5 inh: 0; Rad51 HR inh: 4; 14-3-3 Bad inh: -1; eIF4E-4G inh: 2; FXIa inh: 1; p97 ATPase inh: 7; Wee1 degr inh: 0

How did CCN(CC)Cc1cc(NC2=NS(=O)(=O)c3ccccc32)ccc1OC(=O)C(C)C do in these assays?
Mdm2 ligase inh: -6; FXIIa inh: 15; hK5 inh: 1; Rad51 HR inh: 5; 14-3-3 Bad inh: 0; eIF4E-4G inh: -2; FXIa inh: 3; p97 ATPase inh: 1; Wee1 degr inh: -1

What do the screens show for `Cc1cc(C)nc(Nc2ccc(C)c([N+](=O)[O-])c2)n1`?
Mdm2 ligase inh: 5; FXIIa inh: 7; hK5 inh: 2; Rad51 HR inh: -4; 14-3-3 Bad inh: -10; eIF4E-4G inh: -2; FXIa inh: 0; p97 ATPase inh: 3; Wee1 degr inh: 5

What do the screens show for `Cc1ccc(CNC(=O)COC(=O)Cc2ccc(-c3ccccc3)cc2)cc1`?
Mdm2 ligase inh: -1; FXIIa inh: 4; hK5 inh: -8; Rad51 HR inh: -26; 14-3-3 Bad inh: -2; eIF4E-4G inh: 1; FXIa inh: 0; p97 ATPase inh: -1; Wee1 degr inh: 1
